Screening results from PubChem.
TNAP inh no acc = TNAP (human) inhibition, acceptor-free conditions | inhibition, % at 20 µM | P05186 | 200,000 tested, 0.26% active | purified TNAP, CDP-star luminescence, 30 min;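 active = tissue-nonspecific alkaline phosphatase inhibition above about 50% at 20 µM in the single-dose screen, limit read from the data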;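 note: 0% = DMSO negative control and 100% = EDTA positive control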
Target sequence (P05186 whole entry, looked up): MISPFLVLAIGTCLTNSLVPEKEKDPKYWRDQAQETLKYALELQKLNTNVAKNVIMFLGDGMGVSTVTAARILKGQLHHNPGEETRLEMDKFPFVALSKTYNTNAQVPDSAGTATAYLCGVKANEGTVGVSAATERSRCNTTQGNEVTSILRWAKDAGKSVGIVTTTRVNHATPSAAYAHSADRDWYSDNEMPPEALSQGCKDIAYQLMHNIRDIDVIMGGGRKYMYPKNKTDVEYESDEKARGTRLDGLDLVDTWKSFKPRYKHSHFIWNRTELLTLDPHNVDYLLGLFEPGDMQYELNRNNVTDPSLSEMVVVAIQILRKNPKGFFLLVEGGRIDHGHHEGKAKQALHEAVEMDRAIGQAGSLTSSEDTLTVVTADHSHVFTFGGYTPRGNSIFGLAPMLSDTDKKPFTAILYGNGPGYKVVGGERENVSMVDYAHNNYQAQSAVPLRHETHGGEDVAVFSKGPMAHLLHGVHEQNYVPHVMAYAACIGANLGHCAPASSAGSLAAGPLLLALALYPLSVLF
APP transl inh = APP translation inhibition; AID 1285; inhibition, % at 2 µM; SH-SY5Y APP 5'UTR-luciferase reporter, luminescence; 190,000 tested, 0.82% active;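 active = inhibition above a set limit, derived from the sample mean plus 3 SD, cut at about 45% in these data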; note: values of inactives mirror those of a sister screen read the other way
TNAP act hiacc = increases human TNAP activity under high phosphate acceptor concentration | activation factor at 20 µM | 200,000 tested, under 10 active | purified TNAP, CDP-star luminescence, 1 M DEA, 30 min; active compounds read high; 0 = EDTA background, 1 = DMSO-only activity | AID 1136;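 active = activation factor at least 2 at 20 µM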
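system = human TNAP | amount = enzyme diluted 1/800 final | reagent = 100 µM CDP-star substrate | signal = luminescent substrate turnover signal | dosing = one dose, 20 µM | benchmarks = EDTA negative control, DMSO positive control | measure = activation factor | timing = 30 min reaction, room temperature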
FLuc act counter = firefly luciferase counter-screen for stimulation assays; 200,000 tested, under 10 active; ATPlite luciferase biochemical, luminescence, 10 min; 0 = ATP-free wells, 1 = DMSO control; AID 1027; activation factor at 10 µM; P08659;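 active = luciferase activation factor, scaled between plate controls, of at least 2 with compound at 10 µM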
Target sequence (P08659 whole entry, looked up): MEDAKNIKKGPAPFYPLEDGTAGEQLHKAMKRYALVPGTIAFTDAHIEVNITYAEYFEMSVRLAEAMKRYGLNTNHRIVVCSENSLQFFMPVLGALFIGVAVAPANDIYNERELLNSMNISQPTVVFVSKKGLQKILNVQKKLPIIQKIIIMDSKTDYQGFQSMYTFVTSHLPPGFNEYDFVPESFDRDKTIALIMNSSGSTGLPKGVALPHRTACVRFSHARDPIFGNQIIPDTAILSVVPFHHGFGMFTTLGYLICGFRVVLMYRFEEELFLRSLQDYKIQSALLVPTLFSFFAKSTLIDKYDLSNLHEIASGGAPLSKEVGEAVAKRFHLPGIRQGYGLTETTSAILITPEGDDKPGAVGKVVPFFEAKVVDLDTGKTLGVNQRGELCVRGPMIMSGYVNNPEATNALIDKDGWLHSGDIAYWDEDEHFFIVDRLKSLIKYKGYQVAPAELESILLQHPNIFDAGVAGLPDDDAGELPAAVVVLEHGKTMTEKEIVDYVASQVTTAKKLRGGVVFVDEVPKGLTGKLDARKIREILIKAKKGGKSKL
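Assay system: Luciferase/luciferin detection reagent, cell-free biochemical luciferase assay / Also added: ATP substrate / Schedule: 10 min at ambient temperature / Measured by: luminescence measurement of luciferase light output / Benchmarks: low control with PBS replacing ATP, high control enzyme plus ATP without compound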
bIAP inhibitor = blocks bovine intestinal alkaline phosphatase activity; purified bovine IAP, CDP-star luminescence, 30 min; inhibition, % at 20 µM; 190,000 tested, under 10 active; AID 1019;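 active = over 50% inhibition of intestinal alkaline phosphatase at 20 µM in the single-dose screen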
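Incubation: 30 min reaction at room temperature / Material: purified bovine intestinal alkaline phosphatase (IAP) enzyme / Input: enzyme at 1/65,000,000 dilution / Dosing: 20 µM single dose / Signal: CDP-star luminescence signal / Reagent: CDP-star chemiluminescent phosphatase substrate, 30 µM final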
bIAP act = increases bovine intestinal alkaline phosphatase activity; 200,000 tested, 0.17% active; activation factor at 20 µM; AID 1016; purified bovine IAP, CDP-star luminescence, 30 min; active compounds read high; fold of DMSO-control signal, blank-subtracted;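 active = activation factor of 2 or more at 20 µM, a signal rise over negative controls twice the positive control's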
RAM network inh = yeast RAM network inhibition; inhibition, % at 50 µM; AID 868; 190,000 tested, 1.8% active; S. cerevisiae dse1pr::URA3 reporter, 5-FOA growth OD615, 2 d; analog-sensitive cbk1-as2 kinase mutant strain;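 active = inhibition above a set limit, 3 SD over mean compound inhibition, cut at about 8.4% in these data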;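 note: 0% = DMSO-only wells with no growth and 100% = 10 µM 1-NA-PP1 full growth; inhibition rescues growth on 5-FOA so higher OD means more RAM inhibition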
TNAP inh hi DEA = blocks human TNAP under high phosphate acceptor concentration | P05186 | AID 1135 | inhibition, % at 20 µM | 200,000 tested, 0.03% active | purified TNAP, CDP-star luminescence, 1 M DEA;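 active = over 50% inhibition of tissue-nonspecific alkaline phosphatase at 20 µM in the single-dose screen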;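 note: plate controls were DMSO wells for no effect and EDTA-quenched wells as full inhibition for full effect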
L major viab = inhibitors of Leishmania major promastigote growth; Leishmania major promastigotes, resazurin fluorescence viability; inhibition, % at 10 µM; 200,000 tested, 9% active; AID 1063; in the data active = inhibition above about 50%;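 note: promastigotes grown with compound for 44 hours at 28 °C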
FLuc inhib CS = counter-screen for luciferase assay inhibitors: firefly luciferase inhibition; inhibition, % at 10 µM; ATPLite firefly luciferase biochemical luminescence, 10 min; 200,000 tested, 1.5% active; P08659;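 active = inhibition above about 50% when tested at 10 µM, limit read from the data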
The depositor's hits bear a star; x = no result given.

Values run as follows: TNAP inh no acc | APP transl inh | TNAP act hiacc | FLuc act counter | bIAP inhibitor | bIAP act | RAM network inh | TNAP inh hi DEA | L major viab | FLuc inhib CS
1	c1cc2c(cc1-c1csc(NNC3=NCCCCC3)n1)OCCO2
 : -48 | -80 | 1 | 1 | -13 | 1.1 | 0.6 | 3 | 33 | 4
2	O=C1CCC(C(=O)N(Cc2ccco2)C2(C(=O)NC3CCCC3)CCCCC2)N1 (stereo not given)
 : -21 | 3 | 1 | 1 | 5 | 0.9 | 1.3 | -5 | -5 | -5
3	C=CCNC(=S)N/N=C(\C)c1cccc(NC(C)=O)c1
 : 1 | 7 | 0.9 | 1 | -7 | 1.1 | 0.4 | 6 | -3 | 2
4	O=C(NC1CCCc2ccccc21)c1ccccc1 (stereo not given)
 : -11 | 7 | 1 | 1.1 | 0 | 1 | 1.3 | -3 | 6 | -6
5	Cc1cc([N+](=O)[O-])nn1CC(=O)N1c2ccccc2CC1C (stereo not given)
 : -11 | 3 | 1 | 1 | 18 | 0.8 | 0.0 | -3 | -7 | -2
6	CC(C)C(=O)OCCN=C1NS(=O)(=O)c2ccccc21
 : -15 | -14 | 1.1 | 1.1 | 14 | 0.9 | 3.8 | -6 | 3 | -10
7	COc1ccc(O)c(C2=Nc3ccccc3N=C(c3cccs3)C2)c1
 : -16 | 14 | 1 | 1.1 | -1 | 1 | 1.7 | 0 | 34 | -6
8	COc1ccc(NC(=O)N2CCC(c3nc(-c4cccs4)no3)CC2)cc1
 : -1 | -8 | 0.9 | 1 | 0 | 1 | -0.3 | 6 | 1 | 2
9	Cc1cc(Br)ccc1NC(=O)CN1C(=O)CCC1=O
 : -5 | 16 | 1 | 1 | 11 | 0.9 | 1.6 | -1 | 1 | -4
10	O=C(O)CCC(=O)N1CCc2cc(S(=O)(=O)Nc3ccc4c(c3)OCCO4)ccc21
 : -10 | 10 | 1 | 1 | 2 | 1 | 0.7 | 0 | -5 | -1

3 compounds out of the list above, sorted by their value in RAM network inh, rising:
# | canonical_smiles | RAM network inh
8 | COc1ccc(NC(=O)N2CCC(c3nc(-c4cccs4)no3)CC2)cc1 | -0.3
9 | Cc1cc(Br)ccc1NC(=O)CN1C(=O)CCC1=O | 1.6
6 | CC(C)C(=O)OCCN=C1NS(=O)(=O)c2ccccc21 | 3.8

Carrying on:
Values run as follows: TNAP inh no acc | APP transl inh | TNAP act hiacc | FLuc act counter | bIAP inhibitor | bIAP act | RAM network inh | TNAP inh hi DEA | L major viab | FLuc inhib CS
11	O=C(NC1CCCC1)C(c1ccco1)N(Cc1ccccc1)C(=O)c1csnn1 (stereo not given)
 : -16 | -8 | 1 | 1.1 | -3 | 1 | 0.3 | -4 | -6 | -8
12	CS(=O)(=O)c1ccc(SCC(=O)NC2CCS(=O)(=O)C2)c([N+](=O)[O-])c1 (stereo not given)
 : 8 | 6 | 1 | 1 | -14 | 1.1 | 2.9 | -4 | -1 | -3
13	COc1ccc2c(CC(=O)Nc3c(C)n(C)n(-c4ccccc4)c3=O)coc2c1
 : -14 | x | 1.1 | 1 | -6 | 1.1 | 1.9 | -10 | -3 | -3
14	Cc1c(/N=C/c2ccco2)n(Cc2ccccc2)c2ccccc12
 : 7 | 1 | 0.9 | 1.1 | 30 | 0.7 | 0.0 | 9 | 11 | -6
15	CCOC(=O)c1nnc2ccnn2c1N
 : -6 | 10 | 1.1 | 1.2 | -7 | 1.1 | -0.5 | -6 | 0 | -18
16	O=C(O)c1cc(N/N=C/c2ccc3c(c2)OCO3)ccc1Cl
 : -10 | -121 | 1 | 0.8 | 13 | 0.9 | -0.4 | -2 | -17 | 21
17	O=C(c1ccc(S(=O)(=O)N2CCCCC2)cc1)N1CCN=C1SCc1cccnc1
 : -9 | -7 | 1 | 1 | -2 | 1 | -0.6 | -2 | 3 | -4
18	CCN(CC)C(=O)C(=O)N/N=C/c1ccc(C(=O)OC)cc1
 : 10 | -17 | 1 | 1 | 48 | 0.5 | -0.5 | -3 | 27 | 0
19	COC(=O)C1=C(C)C(c2ccc(OC)cc2)NC(=O)N1 (stereo not given)
 : -4 | 6 | 1 | 1 | 5 | 0.9 | 1.7 | 2 | 10 | 2
20	COCCCNc1nc2c(c(=O)[nH]c(=O)n2C)n1CCCc1ccccc1
 : -10 | -6 | 1 | 1.1 | -2 | 1 | 0.3 | -5 | 0 | -7
21	COc1cccc(C(=O)N(CN2CCCC2=O)c2ccccc2OC)c1
 : -3 | 1 | 1.1 | 1.1 | 6 | 0.9 | 1.6 | -6 | 2 | -11
22	CCOc1c(Br)cc(C(N)=O)cc1OCc1ccccc1
 : -4 | 0 | 1 | 1 | -29 | 1.3 | 0.7 | -3 | -1 | 0
23	O=C(NCCC1=CCCCC1)C1CCN(C(=O)Nc2ccccc2)CC1
 : -12 | -14 | 1 | 1 | -4 | 1 | 3.7 | -4 | 2 | -3
24	CC(=O)N(C)c1cccc([N+](=O)[O-])c1
 : -4 | 87* | 1 | 1.1 | 8 | 0.9 | 3.0 | -1 | 7 | -5
25	CC1=C(C(=O)Nc2ccccn2)C(c2ccc3c(c2)OCO3)C2=C(CC(C)(C)CC2=O)N1 (stereo not given)
 : -3 | -7 | 1 | 1.1 | -26 | 1.3 | 2.2 | -4 | 4 | -8
26	CCC(=O)/C=C1/Sc2ccccc2N1CC
 : -7 | 29 | 1 | 1 | -2 | 1 | 0.6 | -2 | 49 | -1
27	CC(C)CC(CC(C)C)=NNC(=O)c1ccc(CSc2nncn2C)cc1
 : -17 | -13 | 1 | 1 | 29 | 0.7 | 3.7 | -3 | -5 | 0
28	O=C(CC(Nc1ccccc1)c1ccc(F)cc1)c1ccccc1 (stereo not given)
 : -4 | -14 | 1 | 1 | -12 | 1.1 | 0.9 | 0 | 37 | 3
29	CCn1c(=O)n(CC(=O)NCc2ccccc2OC)c(=O)c2ccccc21
 : -15 | 14 | 1.1 | 1.1 | -3 | 1 | 5.6 | -10 | -5 | -6
30	CNC(=O)CSc1nnc(C2CC2)n1-c1ccccc1
 : -6 | -9 | 1 | 1.1 | -11 | 1.1 | 0.7 | -2 | -2 | -7
31	Fc1ccc(NC(=S)NCCN2CCOCC2)c(F)c1F
 : -3 | -11 | 1 | 1.1 | 1 | 1 | 1.8 | -3 | 1 | -8
32	COc1cc(C(=O)NCc2cccc3ccccc23)cc(Cl)c1OC
 : -8 | -2 | 1 | 1.1 | 0 | 1 | 5.4 | -4 | 46 | -6
33	O=C(Oc1cccc(Oc2ccccc2)c1)N1CCOCC1
 : -5 | 0 | 1 | 1 | -6 | 1.1 | 0.5 | -3 | 7 | -4
34	O=C(N=c1ccn(-c2nc3ccccc3nc2NS(=O)(=O)c2ccccc2)cc1)c1cccs1
 : -19 | 6 | 1 | 1 | 6 | 0.9 | 8.5* | -2 | -11 | -2
35	CCCCNc1c(NC(C)=O)c(=O)oc2ccccc12
 : -9 | -12 | 1 | 1 | 17 | 0.8 | 1.9 | -1 | 0 | -2
36	CCn1c(SC(C)C(=O)OC)nnc1-c1c[nH]c2ccccc12 (stereo not given)
 : -23 | x | 1.1 | 1.1 | 1 | 1 | 0.3 | -8 | -3 | -6
37	Cc1cc(C)n2nc(SCC(=O)N/N=C/c3ccc(F)cc3)nc2n1
 : -13 | 22 | 1.1 | 1 | 6 | 0.9 | 2.4 | -5 | -4 | -5
38	CC(=O)NCc1ccc(S(=O)(=O)NC(C(=O)O)C(C)C)cc1 (stereo not given)
 : -15 | -2 | 1.1 | 1.1 | 0 | 1 | 1.8 | -7 | 2 | -7
39	COc1ccccc1-c1noc(CCC(=O)Nc2cccc(C(F)(F)F)c2)n1
 : -2 | -20 | 1 | 1 | 6 | 0.9 | 23* | 4 | 37 | -1
40	COc1cc2c(cc1O)CC[C@@H]1[C@@H]2CC[C@]2(C)[C@@H](O)CC[C@@H]12
 : -4 | 93* | 1 | 1 | 1 | 1 | x | -4 | x | 1
41	COc1ccc(N(C(C)C(=O)NN=C2CCCCCCC2)S(C)(=O)=O)cc1 (stereo not given)
 : -4 | 7 | 1 | 1.1 | -4 | 1 | 1.2 | 0 | -8 | -7
42	CN(C)S(=O)(=O)Nc1ccccc1C(N)=O
 : -12 | 3 | 1 | 1.1 | 12 | 0.9 | 1.2 | -4 | -1 | -7
43	CCOc1ccc(C(=O)Nc2nnn(CC)n2)cc1
 : -8 | -64 | 1.1 | 0.4 | 13 | 0.9 | 0.5 | -6 | 1 | 60*
44	Nc1nc(-c2ccccc2)c(N=Nc2cccnc2)s1
 : 32 | 12 | 0.7 | 1 | -20 | 1.2 | 13* | 27 | 1 | 4
45	CCCCn1nnc(NC(=O)Cc2ccc(Cl)cc2)n1
 : -8 | -7 | 1 | 1 | 12 | 0.9 | 1.2 | -3 | -4 | 1
46	Cc1ccc(C2/C(=C(/O)c3ccc(Cl)cc3)C(=O)C(=O)N2CC2CCCO2)o1 (stereo not given)
 : 3 | -2 | 1 | 1.1 | 6 | 0.9 | 1.2 | -2 | -5 | -11
47	CCN(CC)S(=O)(=O)c1ccc(Cc2ncc(C(F)(F)F)cc2Cl)s1
 : -17 | -8 | 1 | 1.1 | 4 | 1 | 4.6 | 2 | 0 | -7
48	CCCc1cc(=O)oc2cc(OCc3cccc(OC)c3)c(Cl)cc12
 : -10 | 5 | 1 | 1 | 28 | 0.7 | 11* | -3 | 0 | -3
49	CCCCN(Cc1ccccc1)c1ncnc2nc[nH]c12
 : -44 | -45 | 1 | 1.1 | -36 | 1.4 | 0.5 | -3 | 1 | -7
50	O=C1C2C3C=CC(C3=C3CCCCC3)C2C(=O)N1Cc1ccccc1 (stereo not given)
 : -9 | 2 | 1.1 | 1 | 15 | 0.8 | 1.8 | -6 | 5 | -2
51	O=C(COc1ccc([N+](=O)[O-])cc1)Nc1ccncc1
 : 0 | 7 | 1 | 1 | -25 | 1.2 | 0.7 | -2 | 7 | 1
52	CCOC(=O)c1nnn(-c2ccccc2C#N)c1C
 : 4 | -2 | 1 | 1 | -2 | 1 | 0.4 | 2 | -5 | -2
53	C/C(=N/OC(=O)C1CC1)c1cc(-c2ccc(Cl)cc2)no1
 : -7 | -88 | 1.1 | 0.9 | 3 | 1 | 3.8 | -6 | -4 | 10
54	CCOc1ccc(CN(C)CC(=O)Nc2cc(OC)c([N+](=O)[O-])cc2C)cc1
 : 3 | 1 | 1 | 1 | 6 | 0.9 | 2.5 | 2 | 6 | 0
55	Cc1ccc(C(C(=O)NCc2ccc(F)cc2)N(CCCO)C(=O)C2COc3ccccc3O2)o1 (stereo not given)
 : -8 | 3 | 1 | 1 | -5 | 1.1 | 0.0 | -4 | 5 | -3
56	O=C(OCCCN=C1NS(=O)(=O)c2ccccc21)C1CC(=O)N(c2ccc(Cl)cc2)C1 (stereo not given)
 : -5 | 4 | 1 | 1 | 6 | 0.9 | -0.5 | -2 | -7 | -3
